p97 inhibitor: human p97 ATPase inhibition | P55072 | recombinant p97 ATPase, Kinase-Glo ATP luminescence, 3 h | inhibition, % at 8 µM | 0.42% of 220,000 active; in the data active means inhibition above about 15%;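 further: 0% = DMSO vehicle and 100% = wells lacking enzyme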
m-calpain inh: calpain II (pig) inhibition; inhibition, % at 16 µM; purified calpain II, fluorogenic peptide substrate, 30 min; 0.37% of 220,000 active;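 active means inhibition above about 50%, limit read from the data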
EBV gp42 inh: blocks Epstein-Barr virus glycoprotein 42 binding | Q1HVG2 | Fluorescence polarization binding assay, mP read-out | inhibition, % (tested at 21.74 µM) | 0.42% of 220,000 active; in the data active means inhibition above about 50%
Target sequence (Q1HVG2 whole entry, looked up): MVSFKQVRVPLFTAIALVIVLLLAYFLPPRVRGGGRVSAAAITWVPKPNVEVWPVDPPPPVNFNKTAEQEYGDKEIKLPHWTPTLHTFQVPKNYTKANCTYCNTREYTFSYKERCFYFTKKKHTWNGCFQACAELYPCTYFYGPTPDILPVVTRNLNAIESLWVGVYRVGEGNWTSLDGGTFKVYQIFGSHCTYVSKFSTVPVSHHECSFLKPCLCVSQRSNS
Tb hexokinase: T. brucei hexokinase 1 inhibition | 0.11% of 220,000 active | AID 1430 | recombinant TbHK1, G6PDH-coupled NADH A340 | inhibition, % at 10 µM;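 active means inhibition of 50% or more in the single-dose primary screen; inactive means inhibition below 50%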
Runt-SMMHC FRET: inhibitors of human RUNX1 Runt domain binding to CBFb-SMMHC | Q01196+Q13951 | Cerulean-Runt/Venus-CBFb-SMMHC FRET ratio 530/480, 1 h | 0.74% of 220,000 active | AID 1434 | inhibition, % at 20 µM;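 active means mean inhibition across duplicate retests at 20 µM reaching about 50%, limit read from the data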;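 further: 0% = DMSO wells and 100% = wells with excess untagged CBFb-SMMHC; inhibitors lower the FRET ratio by blocking Runt binding to CBFb-SMMHC; some results filed as inactive read as strong as hits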
Furin inhibitor: human furin inhibition | P09958 | purified furin, fluorogenic substrate cleavage | inhibition, % at 30 µM | 0.061% of 220,000 active; in the data active means inhibition above about 25%; further: inactives centre near -15
Target sequence (P09958 108-714 limits assumed): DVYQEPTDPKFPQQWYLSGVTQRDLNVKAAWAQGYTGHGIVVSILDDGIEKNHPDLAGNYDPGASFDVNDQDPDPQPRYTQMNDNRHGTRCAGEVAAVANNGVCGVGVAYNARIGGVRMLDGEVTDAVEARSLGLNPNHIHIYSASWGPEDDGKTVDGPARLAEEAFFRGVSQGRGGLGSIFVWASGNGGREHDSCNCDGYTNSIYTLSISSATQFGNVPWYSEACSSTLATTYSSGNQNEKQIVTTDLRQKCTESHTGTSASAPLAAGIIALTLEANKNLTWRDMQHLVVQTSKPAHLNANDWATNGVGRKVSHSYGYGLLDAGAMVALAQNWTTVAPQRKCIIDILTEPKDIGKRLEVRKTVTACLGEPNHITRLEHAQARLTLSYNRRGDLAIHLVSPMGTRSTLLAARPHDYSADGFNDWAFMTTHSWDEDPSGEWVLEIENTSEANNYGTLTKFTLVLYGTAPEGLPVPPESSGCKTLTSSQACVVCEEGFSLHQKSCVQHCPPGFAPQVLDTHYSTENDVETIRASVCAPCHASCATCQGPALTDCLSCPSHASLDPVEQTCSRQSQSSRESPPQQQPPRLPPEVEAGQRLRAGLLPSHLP
NCF1 inh: p47phox (human) inhibition | p47phox/p22phox peptide binding, fluorescence polarization, 2 h | 0.53% of 220,000 active | inhibition, % at 24.7 µM | P14598;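 active means inhibition above about 30%, limit read from the data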;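 further: 0% = p47phox with labelled peptide and 100% = labelled peptide alone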
RBBP9 inh: blocks human serine hydrolase RBBP9; 0.2% of 220,000 active; recombinant RBBP9, FP-Rh probe fluorescence polarization; O75884; inhibition, % at 7.94 µM;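 active means inhibition above the campaign mean of all tested compounds plus 3 SD, cut at about 14% in these data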;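 further: plate controls were DMSO wells with RBBP9 for no effect and wells lacking RBBP9 protein for full effect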
Target sequence (O75884 whole entry, looked up): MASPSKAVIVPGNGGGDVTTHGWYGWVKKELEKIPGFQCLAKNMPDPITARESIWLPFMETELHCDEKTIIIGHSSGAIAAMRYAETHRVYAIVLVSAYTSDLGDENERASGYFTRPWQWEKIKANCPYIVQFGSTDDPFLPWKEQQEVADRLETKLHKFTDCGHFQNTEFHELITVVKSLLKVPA
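Measured by: FP readout at 525/598 nm; material: recombinant human RBBP9; also added: Serine-hydrolase probe FP-Rh, 375 nM pre-mixing; medium: Tris buffer pH 8.0, NaCl, Pluronic; replication: one well per compound; doses: one concentration, 7.94 µM nominal, 0.794% DMSO; timing: preincubation 30 min plus labeling 45 min at 25 °C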
Runt-CBFb FRET: inhibitors of human RUNX1 Runt domain binding to CBFb; 0.46% of 220,000 active; Q01196+Q13951; Cerulean-Runt/Venus-CBFb FRET ratio 530/480, 1 h; inhibition, % at 20 µM;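 active means inhibition over about 50% at 20 µM in the single-dose screen, limit read from the data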;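 further: 0% = DMSO wells and 100% = excess unlabeled CBFb competitor control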
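Schedule: protein complex preformed 1 h, compound exposure 1 h, room temperature, dark; test system: Cerulean-labeled Runt domain protein; amount: 100 nM per protein; buffer or medium: Tris 50 mM pH 7.5, KCl, K2SO4, 0.01% BSA; read-out: loss of energy transfer signal; detection: FRET fluorescence; controls: 5 µM unlabeled CBFb as full-inhibition high control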
Active calls of the source: *; [ ] = remark or other dose.

How did CC(C)[C@@H](N)C(=O)N/N=C/c1ccc2ncccc2c1 do in these assays?
p97 inhibitor: 4; m-calpain inh: -24; EBV gp42 inh: -13; Tb hexokinase: -11; Runt-SMMHC FRET: 0; Furin inhibitor: -10; NCF1 inh: -7; RBBP9 inh: 5; Runt-CBFb FRET: 1

What do the screens show for `O=C(NCc1ccccn1)c1cc(S(=O)(=O)N2CCN(c3ccccc3)CC2)ccc1Cl`?
p97 inhibitor: 6; m-calpain inh: -25; EBV gp42 inh: 5; Tb hexokinase: 5; Runt-SMMHC FRET: 0; Furin inhibitor: -25; NCF1 inh: -10; RBBP9 inh: -2; Runt-CBFb FRET: -4

Results for COCCOC(=O)c1[nH]c2c(c1C)C(=O)CC(c1cc(OC)ccc1OC)C2 (stereo not given) ?
p97 inhibitor: 6; m-calpain inh: -25; EBV gp42 inh: -1; Tb hexokinase: -7; Runt-SMMHC FRET: -3; Furin inhibitor: -27; NCF1 inh: -12; RBBP9 inh: -5; Runt-CBFb FRET: 2

What do the screens show for `O=C(c1cn(-c2ccccc2)nc1-c1ccncc1)N1CCCCC1`?
p97 inhibitor: -1; m-calpain inh: -32; EBV gp42 inh: 7; Tb hexokinase: -1; Runt-SMMHC FRET: 2; Furin inhibitor: -18[20 µM]; NCF1 inh: 1; RBBP9 inh: 2; Runt-CBFb FRET: -2

How did CCCCOP(=O)(c1ccc(N(C)C)cc1)C(O)c1ccccc1F (stereo not given) do in these assays?
p97 inhibitor: 0; m-calpain inh: -19; EBV gp42 inh: -3; Tb hexokinase: 13; Runt-SMMHC FRET: -8; Furin inhibitor: -15; NCF1 inh: -14; RBBP9 inh: -3; Runt-CBFb FRET: -2

How did Cc1cccc(NC(=O)Nc2cc(C)cc(C)n2)c1 do in these assays?
p97 inhibitor: -3; m-calpain inh: 22; EBV gp42 inh: -1; Tb hexokinase: 1; Runt-SMMHC FRET: -2; Furin inhibitor: -7; NCF1 inh: 1; RBBP9 inh: -5; Runt-CBFb FRET: 0

What do the screens show for `Cc1ccc(NC(=O)c2ccccc2N(C)S(C)(=O)=O)cc1C`?
p97 inhibitor: 2; m-calpain inh: -5; EBV gp42 inh: -13; Tb hexokinase: 0; Runt-SMMHC FRET: 0; Furin inhibitor: -26[20 µM]; NCF1 inh: 0; RBBP9 inh: 1; Runt-CBFb FRET: -3

What do the screens show for `O=C(N/N=C/c1ccc([N+](=O)[O-])o1)c1sc2ccccc2c1Cl`?
p97 inhibitor: 7; m-calpain inh: -10; EBV gp42 inh: -10; Tb hexokinase: -16; Runt-SMMHC FRET: 0; Furin inhibitor: -23; NCF1 inh: -8; RBBP9 inh: 2; Runt-CBFb FRET: -2

Results for COC(=O)c1cccc(NC(=O)c2cnoc2C)c1 ?
p97 inhibitor: -3; m-calpain inh: 27; EBV gp42 inh: -16; Tb hexokinase: 28; Runt-SMMHC FRET: -2; Furin inhibitor: -13[20 µM]; NCF1 inh: -1; RBBP9 inh: 7; Runt-CBFb FRET: 0

What do the screens show for `Cc1ccc(-n2nc3ccc(NC(=O)c4cccc([N+](=O)[O-])c4C)cc3n2)cc1`?
p97 inhibitor: 3; m-calpain inh: 11; EBV gp42 inh: -10; Tb hexokinase: -5; Runt-SMMHC FRET: -5; Furin inhibitor: -2; NCF1 inh: 2; RBBP9 inh: -6; Runt-CBFb FRET: 1

How did COc1ccc(NC2c3ncccc3C(=O)N2Cc2cccs2)cc1 (stereo not given) do in these assays?
p97 inhibitor: 6; m-calpain inh: 18; EBV gp42 inh: -5; Tb hexokinase: 4; Runt-SMMHC FRET: -7; Furin inhibitor: -20; NCF1 inh: -7; RBBP9 inh: -4; Runt-CBFb FRET: 2

What do the screens show for `COCn1c(-c2ccc(OC)cc2)nc2ccccc21`?
p97 inhibitor: -12; m-calpain inh: 7; EBV gp42 inh: -7; Tb hexokinase: 2; Runt-SMMHC FRET: -1; Furin inhibitor: -13[20 µM]; NCF1 inh: 2; RBBP9 inh: -10; Runt-CBFb FRET: -4

What do the screens show for `N#CC(c1ccccn1)(c1ncc(C(F)(F)F)cc1Cl)N1CCOCC1` (stereo not given)?
p97 inhibitor: 3; m-calpain inh: -26; EBV gp42 inh: -21; Tb hexokinase: 2; Runt-SMMHC FRET: 2; Furin inhibitor: -31[20 µM]; NCF1 inh: -2; RBBP9 inh: 3; Runt-CBFb FRET: -1

Results for COc1ccc(C(C(=O)NC2CCCC2)N(C(=O)c2ccoc2C)c2ccc(C)cc2)cc1 (stereo not given) ?
p97 inhibitor: 0; m-calpain inh: 12; EBV gp42 inh: -9; Tb hexokinase: 0; Runt-SMMHC FRET: 1; Furin inhibitor: -20[20 µM]; NCF1 inh: -1; RBBP9 inh: -10; Runt-CBFb FRET: -1

Results for CCOC(=O)c1cn(Cc2ccc(Cl)cc2Cl)c2cc(C)nn2c1=O ?
p97 inhibitor: -4; m-calpain inh: -103; EBV gp42 inh: -5; Tb hexokinase: 2; Runt-SMMHC FRET: -2; Furin inhibitor: -18; NCF1 inh: -12; RBBP9 inh: -3; Runt-CBFb FRET: 0

How did COc1cccc(C(=O)Nc2nc3c(s2)CN(C)CC3)c1 do in these assays?
p97 inhibitor: 6; m-calpain inh: -27; EBV gp42 inh: -16; Tb hexokinase: -5; Runt-SMMHC FRET: 87*; Furin inhibitor: -13[20 µM]; NCF1 inh: -26; RBBP9 inh: -9

How did CCC(=O)NC(=S)Nc1ccc2oc(-c3ccc(OC)cc3)nc2c1 do in these assays?
p97 inhibitor: -2; m-calpain inh: 25; EBV gp42 inh: 1; Tb hexokinase: -15; Runt-SMMHC FRET: -9; Furin inhibitor: -6; NCF1 inh: -11; RBBP9 inh: -4; Runt-CBFb FRET: 0

How did Cc1ccccc1C(=O)N1CCC(C(=O)O)CC1 do in these assays?
p97 inhibitor: -5; m-calpain inh: -5; EBV gp42 inh: -7; Tb hexokinase: -3; Runt-SMMHC FRET: 0; Furin inhibitor: -20[20 µM]; NCF1 inh: -7; RBBP9 inh: -3; Runt-CBFb FRET: 2

How did CC(C)(C)C1(C)OC(=O)C(=Cc2ccc(OCC(=O)Nc3ccccc3)cc2)C(=O)O1 (stereo not given) do in these assays?
p97 inhibitor: 5; m-calpain inh: -11; EBV gp42 inh: -5; Tb hexokinase: 2; Runt-SMMHC FRET: 3; Furin inhibitor: -20; NCF1 inh: -9; RBBP9 inh: 5; Runt-CBFb FRET: 0

What do the screens show for `COc1ccccc1OCCCOc1ccc(C)cc1Br`?
p97 inhibitor: 2; m-calpain inh: -6; EBV gp42 inh: 0; Tb hexokinase: -3; Runt-SMMHC FRET: -2; Furin inhibitor: -24; NCF1 inh: 6; RBBP9 inh: -3; Runt-CBFb FRET: -2

Results for COc1ccc(Cl)cc1-c1nc(-c2ccncc2)no1 ?
p97 inhibitor: 0; m-calpain inh: 3; EBV gp42 inh: -14; Tb hexokinase: -6; Runt-SMMHC FRET: -5; Furin inhibitor: -24[20 µM]; NCF1 inh: 1; RBBP9 inh: -7; Runt-CBFb FRET: -1

What do the screens show for `COc1ccccc1CNCC(=O)Nc1cc(S(=O)(=O)N2CCCCCC2)ccc1Cl`?
p97 inhibitor: -7; m-calpain inh: 21; EBV gp42 inh: -4; Tb hexokinase: 18; Runt-SMMHC FRET: -2; Furin inhibitor: -15; NCF1 inh: -1; RBBP9 inh: -6; Runt-CBFb FRET: -1

What do the screens show for `CC(C)NC(=S)NC(=O)c1ccc(Cl)cc1Cl`?
p97 inhibitor: 8; m-calpain inh: 15; EBV gp42 inh: -28; Tb hexokinase: -1; Runt-SMMHC FRET: 1; Furin inhibitor: -13; NCF1 inh: -7; RBBP9 inh: 3; Runt-CBFb FRET: 1

Results for O=C(CSc1nnc(Cc2cccs2)n1-c1ccccc1)NCc1ccc2c(c1)OCO2 ?
p97 inhibitor: 0; m-calpain inh: 14; EBV gp42 inh: -13; Tb hexokinase: -3; Runt-SMMHC FRET: -17; Furin inhibitor: -9[20 µM]; NCF1 inh: 0; RBBP9 inh: -8; Runt-CBFb FRET: -2

How did CCC(=O)n1nc(-c2ccc(OC)cc2)nc1N do in these assays?
p97 inhibitor: 1; m-calpain inh: -8; EBV gp42 inh: 1; Tb hexokinase: 1; Runt-SMMHC FRET: 3; Furin inhibitor: -25; NCF1 inh: -4; RBBP9 inh: -8; Runt-CBFb FRET: -1

What do the screens show for `COc1cccc(C(=O)N(c2ccccc2)C2C=CS(=O)(=O)C2)c1` (stereo not given)?
p97 inhibitor: 6; m-calpain inh: -7; EBV gp42 inh: -13; Tb hexokinase: -2; Runt-SMMHC FRET: -2; Furin inhibitor: -27; NCF1 inh: -2; RBBP9 inh: -3; Runt-CBFb FRET: 0

How did O=C(Nc1ccccc1)C1=C[C@H](C2CCCCC2)C[C@H](OCc2ccc(CO)cc2)O1 do in these assays?
p97 inhibitor: -1; m-calpain inh: 11; EBV gp42 inh: -5; Tb hexokinase: -8; Runt-SMMHC FRET: 2; Furin inhibitor: -23; NCF1 inh: -9; RBBP9 inh: -3; Runt-CBFb FRET: 18

How did O=C(Cn1cnc2ccccc2c1=O)c1ccc(Cl)cc1 do in these assays?
p97 inhibitor: -3; m-calpain inh: 17; EBV gp42 inh: 10; Tb hexokinase: 7; Runt-SMMHC FRET: -3; Furin inhibitor: -5; NCF1 inh: 0; RBBP9 inh: -5; Runt-CBFb FRET: 0

How did CC1CCCN(S(=O)(=O)c2cccc(-c3cn4cccnc4n3)c2)C1 (stereo not given) do in these assays?
p97 inhibitor: -2; m-calpain inh: inactive; EBV gp42 inh: -8; Tb hexokinase: 27; Runt-SMMHC FRET: 4; Furin inhibitor: -46; NCF1 inh: -2; RBBP9 inh: -4; Runt-CBFb FRET: -2

How did CC(O)CNCc1ccc(Cl)cc1Cl (stereo not given) do in these assays?
p97 inhibitor: -2; m-calpain inh: 31; EBV gp42 inh: -16; Tb hexokinase: 5; Runt-SMMHC FRET: -6; Furin inhibitor: -9; NCF1 inh: 3; RBBP9 inh: -5; Runt-CBFb FRET: -1

Results for CC(=O)N1CCN(CC(=O)Nc2ccc3c(c2)CCC3)CC1 ?
p97 inhibitor: 1; m-calpain inh: 2; EBV gp42 inh: -18; Tb hexokinase: -4; Runt-SMMHC FRET: 2; Furin inhibitor: -8; NCF1 inh: -2; RBBP9 inh: -2; Runt-CBFb FRET: 1

What do the screens show for `Cc1ccc(NC(=O)Cn2nc(C)c3ccccc3c2=O)c(C)c1`?
p97 inhibitor: -1; m-calpain inh: 20; EBV gp42 inh: -6; Tb hexokinase: 3; Runt-SMMHC FRET: 2; Furin inhibitor: -4; NCF1 inh: -3; RBBP9 inh: -8; Runt-CBFb FRET: -3

What do the screens show for `COC(=O)c1ccc(C(=O)OC)c(NC(=O)CN(C)Cc2ccccc2)c1`?
p97 inhibitor: -1; m-calpain inh: 1; EBV gp42 inh: 0; Tb hexokinase: -15; Runt-SMMHC FRET: -3; Furin inhibitor: -16; NCF1 inh: -13; RBBP9 inh: -7; Runt-CBFb FRET: -6

Results for COc1cccc(NC(=O)COC(=O)c2c(F)cccc2F)c1 ?
p97 inhibitor: -1; m-calpain inh: 12; EBV gp42 inh: 6; Tb hexokinase: -3; Runt-SMMHC FRET: 0; Furin inhibitor: -17; NCF1 inh: 0; RBBP9 inh: -8; Runt-CBFb FRET: 0

2 compounds drawn at random from those above:
Results for COc1ccc(Cl)cc1-c1nc(-c2ccncc2)no1 ?
p97 inhibitor: 0; m-calpain inh: 3; EBV gp42 inh: -14; Tb hexokinase: -6; Runt-SMMHC FRET: -5; Furin inhibitor: -24[20 µM]; NCF1 inh: 1; RBBP9 inh: -7; Runt-CBFb FRET: -1

What do the screens show for `COc1cccc(C(=O)N(c2ccccc2)C2C=CS(=O)(=O)C2)c1` (stereo not given)?
p97 inhibitor: 6; m-calpain inh: -7; EBV gp42 inh: -13; Tb hexokinase: -2; Runt-SMMHC FRET: -2; Furin inhibitor: -27; NCF1 inh: -2; RBBP9 inh: -3; Runt-CBFb FRET: 0

Bioassay records from PubChem BioAssay.
